Source: PubChem BioAssay (several laboratories)
AID2073 – inhibitors of Mint1-CaV2.2 protein interaction, biochemical, HTRF (AID 2073); HTRF protein-protein interaction, Mint1-CaV2.2; higher % means a stronger effect; inhibition, % at 20 µM, or IC50 in µM where a hit was titrated; actives 0.19% (n = 290,000); in the data active = inhibition mostly above about 51%, no sharp cut-off; note: some results filed as inactive read as strong as hits
HIV fusion peptide – cell-free HIV fusion peptide-binding blockers – biochemical, uHTS, fluorescence dequenching, primary screen (AID 1986). inhibition, % at 20 µM, or IC50 in µM where a hit was titrated. cell-free peptide binding, fluorescence dequenching, 30 min; higher % means a stronger effect. actives 0.3% (n = 290,000); in the data active = inhibition mostly above about 52%, no sharp cut-off; inactive = mostly below about 76%; note: some results filed as inactive read as strong as hits
Yfh1-off respiration – enhancers of respiration in Yfh1-depleted yeast, dose response, Friedreich's ataxia, plus single-dose screen (AID 1465); S. cerevisiae Yfh1-off respiration, WST-1 reduction, 72 h; higher fold induction means a stronger effect; fold induction at 50 µM; hits with a dose series show EC50 in µM; actives 0.074% (n = 220,000);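 active = fold induction of absorbance versus untreated yeast above a set limit, then at least 30% activation at any dose in follow-up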;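 note: activators that raise dye reduction in frataxin-depleted yeast; strong numbers were not always called active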
Dynein transport – blocks dynein driven cargo transport along microtubules | 3617.4 mouse cells, GR-EGFP nuclear translocation imaging; test concentration mostly 20 µM; stimulated with dexamethasone, 1 µM; stronger effect = lower value | z-score, hits read low | actives 0.47% (n = 220,000) | AID 1381;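 active = plate z-score of nuclear minus cytoplasmic receptor signal below a set negative limit, without overly bright fluorescence or cell loss, cut at about -3.5 in these data, passing the limit was not always enough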;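 note: z-score of nuclear minus cytoplasmic ring GR-EGFP intensity difference per well; some compounds called inactive have numbers as strong as hits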
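Buffer or medium: tetracycline-free induction medium containing charcoal-stripped FBS / Reagent: dexamethasone agonist, 1.0 µM final, for 30 min / Technique: automated 10x imaging of fixed Hoechst-stained cells / Times: induction 48 h, compound 1 h, agonist 30 min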
WT yeast gro inh – growth inhibition of WT yeast, mitochondrial fusion screen | mitochondrial fusion phenotypic screen, WT strain | inhibition, % at 10 µM | actives 2.1% (n = 190,000); in the data active = inhibition above about 58%; tested in S. cerevisiae
MT stabilize HCS – stabilizes microtubules in HeLa cells | AID 2205 | actives 0.83% (n = 200,000) | HeLa tubulin immunostaining HCS, 24 h; share of cells brighter than vehicle mean+2SD | % tubulin-high responders, % at 10 µM;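 active = plate Z-score above 3 for both tubulin-high and condensed-nucleus cell shares, with cell loss under 80%, at 10 µM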;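 note: anti alpha tubulin signal scored within the nucleus-defined area of each cell; some results filed as inactive read as strong as hits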
Autophagy HCS – alters autophagy in cells; MEF GFP-LC3 puncta imaging; test concentration mostly 10 µM; calls only at 10 µM (by protocol); actives 0.98% (n = 190,000);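 active = percentage of spot-positive cells more than 3 SD above its plate mean, without a fluorescence outlier flag or 80% toxicity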;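 note: spot-positive cell cutoff set from DMSO-treated cells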
bCat nuc transl – alters nuclear translocation of beta-catenin in HeLa cells; immunofluorescence imaging; nuclear translocation activity, % at 5 µM; actives 0.3% (n = 190,000); AID 1665;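 active = nuclear translocation activity above 50% at 5 µM, with a well cell count of 50 or more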;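 note: per-cell ratio of nuclear to cytoplasmic median beta-catenin stain intensity; plate controls were DMSO negative control for no effect and GSK-3 inhibitor IX positive control for full effect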
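test system = HeLa cells, endogenous beta-catenin | dosing = single 5 µM dose plus 0.02–20 µM confirmation series | times = compound treatment 24 h, 37°C, 5% CO2 | technique = beta-catenin immunofluorescence imaging with DAPI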
Ins promoter up – MIN6 insulin promoter up-regulation; MIN6 insulin promoter-GFP reporter, high-content imaging; stronger effect = higher value; z-score at 5 µM; actives 0.3% (n = 190,000);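 active = z-score above 3 at 5 µM with at least 500 cells counted in the well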
WT yeast gro inh mutant strain – second read-out of WT yeast gro inh, no call of its own (marks repeat the call); inhibition, %; mitochondrial fusion phenotypic screen, mutant strain inhibition
Dynein transport cytoplasmic EGFP – recorded beside Dynein transport, whose call it bears; z-score; measured here: cytoplasmic GR-EGFP intensity; stronger effect = higher value
Dynein transport nuclear GR-EGFP – further read-out of Dynein transport, marked with its call; z-score; measured here: nuclear GR-EGFP intensity;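 lower value marks the stronger effect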
Dynein transport cell count – recorded beside Dynein transport, whose call it bears; z-score; measured here: cell count per field
Ins promoter up cell count – recorded beside Ins promoter up, whose call it bears; cell count; measured here: cytotoxicity, nuclei count;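 total cells summed across four imaged fields per well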
bCat nuc transl cell count 5 µM – further read-out of bCat nuc transl, marked with its call; cell count; measured here: cell count, cytotoxicity flag
MT stabilize HCS Hoechst-high % – further read-out of MT stabilize HCS, marked with its call; % Hoechst-high responders; measured here: nuclear condensation Hoechst responders;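 share of cells brighter than vehicle mean plus two SD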
MT stabilize HCS cytotoxicity % – also measured in MT stabilize HCS; calls as there; toxicity, %; measured here: cytotoxicity by cell density;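 0% = mean cell density of plate MIN control wells and 100% = no cells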
Autophagy HCS cell loss 18 h – further read-out of Autophagy HCS, marked with its call; toxicity, %; measured here: cell loss, nuclei count;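 cell loss after 18 h compound exposure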
* hit, by the source's call; i = inactive; nt = no result given.

SMILES	AID2073	HIV fusion peptide	Yfh1-off respiration	Dynein transport	Dynein transport cytoplasmic EGFP	Dynein transport nuclear GR-EGFP	Dynein transport cell count	WT yeast gro inh	WT yeast gro inh mutant strain	MT stabilize HCS	MT stabilize HCS Hoechst-high %	MT stabilize HCS cytotoxicity %	Autophagy HCS	Autophagy HCS cell loss 18 h	bCat nuc transl	bCat nuc transl cell count 5 µM	Ins promoter up	Ins promoter up cell count
CCOC(=O)c1nnn(CC(=O)Nc2cccc(Cl)c2C)c1C(=O)OCC	-9%	-1.7%	i	-0.51	0.11	0.06	-0.058	6	8	1.2	1.3	11	i	-12	nt	nt	-1.3	971
CCC(=O)N1CCc2cc(S(=O)(=O)NC(C(=O)N3CCc4ccccc4C3)C(C)C)ccc21 (stereo not drawn)	4%	-1.1%	i	-0.5	-0.17	-0.22	0.52	1	3	1.6	1.8	3.6	i	-3	-7.6	1019	0.24	1267
CCOC(=O)N1CCN(C(=O)CSCc2ccc(Cl)cc2)CC1	4%	0.5%	i	-0.9	-0.21	-0.55	0.77	-1	2	1.1	0.6	13	i	5	-1.3	952	nt	nt
CC1(C)[C@H]2CC[C@]1(C)[C@@H](OC(=O)C[N+]1(C)CCOCC1)C2	-3%	1.8%	i	-1	-0.29	-0.52	0.87	nt	nt	nt	nt	nt	nt	nt	1.0	1322	-0.11	1317
COc1ccc(-n2cnnc2SCC(=O)Nc2cc(C)on2)cc1	-1%	-2.0%	i	0.42	-0.23	0.19	0.069	-7	-11	3.6	2.1	6.7	i	36	-1.7	991	1	1039
CC(=N)c1c(O)c2ccccc2oc1=O	-4%	-0.1%	i	0.15	-0.27	0.53	0.039	nt	nt	nt	nt	nt	nt	nt	1.0	1350	-0.39	930
CCNC(=O)c1sccc1-n1cccc1	1%	0.1%	i	2	0.018	1.3	-0.091	-2	26	1.3	2.1	8.5	i	-5	nt	nt	0.02	907
Cc1ccccc1Cn1cnc2c(nnn2Cc2ccc(F)cc2)c1=O	13%	21%	i	-0.93	-0.2	-0.29	1.5	-11	-4	2.0	2.0	5.0	i	-5	-4.8	896	-0.5	1390
CCCC(c1nnnn1C(C)(C)CC)N(Cc1ccco1)Cc1cc2ccc(OC)cc2[nH]c1=O (stereo not drawn)	4%	1.4%	i	-1.1	-0.21	-0.44	-0.94	54	23	1.3	1.2	5.2	i	4	nt	nt	-1.9	1392
CCN(/C=N/c1sc2c(c1C#N)CC(C)(C)NC2(C)C)CC	5%	-0.1%	i	0.7	-0.11	0.24	-0.21	3	12	2.1	0.9	4.5	i	5	-2.7	1207	-0.06	937
O=C(Nc1ccc2c(c1)OCCO2)C1CCN(C(=O)c2ccc([N+](=O)[O-])cc2)CC1	0%	-0.7%	i	0.76	-0.2	0.11	-0.12	-1	-11	1.4	1.9	9.3	i	-8	-0.2	1508	1.5	1332
CCCCOC(=O)c1ccc(S(N)(=O)=O)o1	-13%	-0.2%	i	-0.54	-0.29	-0.53	0.4	-23	-5	2.6	3.2	3.1	i	6	-1.1	936	0.05	1184
Cc1ccc(Cl)cc1-n1c(=O)cc(N2CCN(C(=O)c3ccco3)CC2)[nH]c1=O	4%	3.2%	i	0.22	-0.24	-0.12	0.81	2	3	3.5	3.0	5.8	i	0	-1.6	1156	0.06	1103
COc1ccc(OC)c(/C=N/NC(=O)C(=O)N2CCCC2)c1	-10%	-0.3%	i	0.087	0.49	0.4	0.66	-4	-3	2.0	1.3	3.1	i	3	2.4	870	0.22	1356
Cc1cccc(N(C(=O)c2ccc(CN3CCOCC3)o2)C(C(=O)NC(C)(C)C)c2ccc(F)cc2)c1 (stereo not drawn)	-4%	4.0%	i	-0.091	-0.22	-0.1	-0.67	-4	-8	3.1	1.6	6.8	i	-13	-1.9	1177	nt	nt
CCOC(=O)C(c1ccccc1)C(Nc1ccc(Cl)c(Cl)c1)c1ccccn1 (stereo not drawn)	16%	-1.2%	i	0.62	-0.31	0.059	0.8	nt	nt	nt	nt	nt	nt	nt	1.8	1109	0.2	1223
CCS(=O)(=O)Nc1ccc(C(=O)OC)cc1	-6%	-1.0%	i	-0.039	-0.22	-0.055	0.89	-5	-3	3.1	2.1	0.8	i	-3	nt	nt	-0.58	1289
COc1ccc(NC(=O)CCN2CCCCCC2)cc1	9%	-2.7%	nt	-0.61	-0.22	-0.34	-0.17	-11	4	3.1	2.1	6.9	i	7	-4.3	459	nt	nt
COc1ccc2c(c1)C(NC(C)=O)C(=O)N2C (stereo not drawn)	-4%	1.3%	i	-0.28	-0.19	-0.2	0.25	-4	-12	1.1	1.2	4.1	i	-7	-0.6	1180	nt	nt
Cc1cc(S(=O)(=O)N2CCCC(C(=O)Nc3ccc(C(=O)O)cc3)C2)ccc1Cl (stereo not drawn)	2%	0.9%	i	0.069	0.15	-0.5	2.7	-1	-6	2.9	1.6	7.3	i	-4	-0.2	1566	0.71	1481
CN(C)CCCNC(=O)c1cc(Br)ccc1Cl	14%	0.1%	i	0.56	-0.17	0.62	-0.86	-10	-6	1.4	1.2	9.1	i	-12	nt	nt	0.58	804
O=C(O)CC(NC(=O)C1CCCCC1)c1ccc(OC2CCCC2)cc1 (stereo not drawn)	0%	-1.2%	i	-0.08	-0.18	-0.099	0.4	-32	-3	5.1	2.1	7.3	i	6	-1.5	1112	2	1056
Cc1cccc(N(CC(N)=O)C2SC(=O)N(c3ccccc3)C2=O)c1 (stereo not drawn)	13%	0.2%	i	0.63	0.09	0.49	-0.1	1	-13	9.8	2.4	5.6	i	-47	-3.4	1091	0.36	1847
O=C(NC(=S)N1CCCCC1)c1csc([N+](=O)[O-])c1	-33%	-0.2%	i	-0.7	-0.29	-0.22	1	nt	nt	nt	nt	nt	nt	nt	0.2	1191	0.82	1058
COc1ccccc1N1CC(C)(C)C(=O)N(C(=O)c2ccc(Cl)cc2)C1=S	6%	-0.9%	i	-0.84	0.24	-0.32	0.32	nt	nt	nt	nt	nt	nt	nt	0.5	1342	-0.4	1072
CC(=O)Nc1ccc(NC(=O)N2CCCCC2)cc1	-3%	-1.8%	i	0.12	-0.27	0.28	0.29	-6	-10	5.8	3.3	7.1	i	11	0.6	973	0.62	1298
O=C(Nc1ccc(Cl)c(C(F)(F)F)c1)N1CCCC(O)C1 (stereo not drawn)	0%	1.2%	i	-0.47	-0.27	-0.031	1.2	37	3	1.6	1.7	4.1	i	-5	0.2	577	nt	nt
CCN(CC)S(=O)(=O)c1cc(C)ccc1NC(=S)Nc1cccnc1	7%	1.6%	i	-0.23	-0.22	-0.51	0.046	-3	-1	1.7	2.8	8.7	i	12	-3.7	1123	-0.05	1558
COc1ccc(NC(=O)CN2C(=O)c3ccccc3Sc3ccc(C(=O)N4CCOCC4)cc32)c(OC)c1	35%	6.2%	i	0.21	-0.28	0.15	0.54	-15	11	3.7	1.4	6.9	i	-1	-1.1	1069	0.08	1302
COc1ccc(-c2nnn(CC(=O)OC3CCCCC3)n2)cc1OC	5%	0.5%	i	3.6	-0.047	1.7	-2	7	7	3.7	3.0	6.2	i	-3	0.4	1222	0.3	1088
Cc1ccc(NC(=O)N2CCCC(c3nc(-c4ccc(F)cc4)no3)C2)cc1 (stereo not drawn)	-4%	0.8%	i	0.58	-0.19	1.2	-1.4	nt	nt	nt	nt	nt	nt	nt	0.3	1315	-1.1	982
Cc1ccc(NC(=O)CSc2nnnn2-c2ccc3c(c2)OCO3)cc1C	31%	-0.2%	nt	-0.059	-0.089	0.17	0.46	-16	11	2.7	2.5	5.5	i	4	5.5	1080	0.74	1252
COc1cc(S(=O)(=O)N2CCCCC2)ccc1NC(=O)c1ccc(F)cc1	-5%	2.0%	i	-0.35	0.34	0.45	0.058	-6	-5	2.5	1.6	4.3	i	-4	-1.7	1112	0.21	976
COc1ccc(C(=O)c2ccc(CC(=O)O)s2)cc1	14%	-1.1%	i	-0.15	-0.28	0.29	-1.2	-9	8	2.5	3.3	9.9	i	-4	-0.7	993	-2.6	667
CC(=O)Nc1ccc(SCC(=O)N(CCC#N)c2ccc(C)cc2)cc1	2%	3.4%	i	-0.38	-0.19	0.039	0.13	-21	19	2.3	2.5	7.0	i	4	-1.2	770	-0.16	1557
CCNc1nc(NCC)nc(NC(N)=S)n1	-19%	0.3%	i	0.62	-0.24	0.69	-1.1	-5	-14	5.4	2.1	1.6	i	1	-3.9	1114	-0.59	1314
O=C(NCc1ccco1)c1ccccc1NS(=O)(=O)c1ccc2c(c1)OCCO2	-6%	3.5%	i	-0.073	-0.25	0.3	-0.64	2	-3	4.2	2.1	55	i	0	-1.0	1177	0.03	1379
CCN1CCN(C(=O)N2CCOCC2)CC1	-8%	1.1%	i	-0.36	-0.29	0.15	0.77	-10	-5	3.1	0.8	4.2	i	15	-2.0	1122	-0.07	1485
Cc1ccc(CNC(=O)c2cc3c(-c4ccc(Cl)cc4)nn(C)c3s2)o1	48%	-1.7%	i	-1.1	-0.2	-0.52	0.12	42	6	5.7	3.5	9.5	i	5	nt	nt	-2.1	892

One compound at a time, from the list above. Order of values: AID2073	HIV fusion peptide	Yfh1-off respiration	Dynein transport	Dynein transport cytoplasmic EGFP	Dynein transport nuclear GR-EGFP	Dynein transport cell count	WT yeast gro inh	WT yeast gro inh mutant strain	MT stabilize HCS	MT stabilize HCS Hoechst-high %	MT stabilize HCS cytotoxicity %	Autophagy HCS	Autophagy HCS cell loss 18 h	bCat nuc transl	bCat nuc transl cell count 5 µM	Ins promoter up	Ins promoter up cell count
Record of Cc1ccc(NC(=O)N2CCCC(c3nc(-c4ccc(F)cc4)no3)C2)cc1 (stereo not drawn) → -4%	0.8%	i	0.58	-0.19	1.2	-1.4	nt	nt	nt	nt	nt	nt	nt	0.3	1315	-1.1	982
Record of CCN1CCN(C(=O)N2CCOCC2)CC1 → -8%	1.1%	i	-0.36	-0.29	0.15	0.77	-10	-5	3.1	0.8	4.2	i	15	-2.0	1122	-0.07	1485
